Compound activity deposited in PubChem by The Scripps Research Institute Molecular Screening Center.
LYPLA2 inh: counter-screen for PME1 inhibitors: inhibitors of human LYPLA2 | recombinant LYPLA2, FP-Rh probe fluorescence polarization | O95372 | inhibition, % at 5.9 µM | actives 0.38% (n = 320,000);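 active = inhibition above the screen-wide mean plus 3 SD, limit set per campaign, cut at about 26% in these data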;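 also: 0% = LYPLA2 with DMSO and 100% = wells lacking LYPLA2 enzyme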
PAFAH1B3 FP inh: blocks human PAF acetylhydrolase 1B catalytic subunit 3 | Q15102 | recombinant PAFAH1B3, FP-rhodamine probe, fluorescence polarization | inhibition, % at 3.39 µM | actives 0.28% (n = 340,000) | AID 492972;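 active = inhibition above the screen-wide average of all tested compounds plus 3 SD, cut at about 25% in these data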;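 also: 0% = enzyme with DMSO only and 100% = wells lacking PAFAH1B3 protein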
Target sequence (Q15102 whole entry, looked up): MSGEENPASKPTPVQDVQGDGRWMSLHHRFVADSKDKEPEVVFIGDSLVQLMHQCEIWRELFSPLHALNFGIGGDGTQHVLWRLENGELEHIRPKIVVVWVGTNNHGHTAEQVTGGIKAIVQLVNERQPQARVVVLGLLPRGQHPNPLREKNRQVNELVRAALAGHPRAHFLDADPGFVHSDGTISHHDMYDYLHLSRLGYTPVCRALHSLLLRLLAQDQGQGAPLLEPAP
PAD4 inh: inhibitors of human PAD4. Q9UM07. recombinant PAD4, RCA probe fluorescence polarization. inhibition, % at 6.36 µM. actives 0.41% (n = 330,000). AID 485272;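 active = percent inhibition above a cutoff equal to the mean of all tested compounds plus 3 SD, cut at about 15% in these data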;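 also: 0% = PAD4 with RCA probe and DMSO and 100% = probe without PAD4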
LYPLA1 counter: LYPLA1 (human) inhibition in PME1 counter-screen; inhibition, % at 5.9 µM; O75608; recombinant LYPLA1, FP-Rh probe fluorescence polarization; actives 0.16% (n = 320,000);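 active = inhibition above the mean of all tested compounds plus 3 SD, set per campaign, cut at about 14% in these data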;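 also: inhibitors block serine hydrolase probe labeling of LYPLA1 so polarization falls; 0% = enzyme with DMSO and 100% = wells lacking LYPLA1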
PAFAH2 inh: PAFAH2 (human) inhibition | inhibition, % at 3.39 µM | recombinant PAFAH2, FP-rhodamine activity probe, fluorescence polarization | actives 0.99% (n = 340,000) | Q99487;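 active = inhibition above the mean over all tested compounds plus 3 SD, cut at about 30% in these data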;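 also: inhibitors block probe labeling of enzyme so polarization drops; 0% = enzyme with DMSO and 100% = wells lacking PAFAH2 protein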
PAFAH1B2 inh: blocks human PAF acetylhydrolase 1b catalytic subunit 2. inhibition, % at 3.39 µM. recombinant PAFAH1B2, FP-rhodamine activity probe, fluorescence polarization. actives 1.2% (n = 340,000);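 active = inhibition above the mean of all tested compounds plus 3 SD, cut at about 24% in these data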;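 also: 0% = enzyme with DMSO and 100% = wells lacking PAFAH1B2; many of its hits are not listed in these tables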
PREPL inh: inhibitors of human prolyl oligopeptidase-like enzyme PREPL. Q4J6C6. recombinant PREPL, fluorescence polarization activity-based probe. inhibition, % at 5.96 µM. actives 0.68% (n = 320,000); in the data active = inhibition above about 43%;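 also: 0% = enzyme with DMSO and 100% = wells lacking enzyme; many of its hits are not listed in these tables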
Target sequence (Q4J6C6 whole entry, looked up): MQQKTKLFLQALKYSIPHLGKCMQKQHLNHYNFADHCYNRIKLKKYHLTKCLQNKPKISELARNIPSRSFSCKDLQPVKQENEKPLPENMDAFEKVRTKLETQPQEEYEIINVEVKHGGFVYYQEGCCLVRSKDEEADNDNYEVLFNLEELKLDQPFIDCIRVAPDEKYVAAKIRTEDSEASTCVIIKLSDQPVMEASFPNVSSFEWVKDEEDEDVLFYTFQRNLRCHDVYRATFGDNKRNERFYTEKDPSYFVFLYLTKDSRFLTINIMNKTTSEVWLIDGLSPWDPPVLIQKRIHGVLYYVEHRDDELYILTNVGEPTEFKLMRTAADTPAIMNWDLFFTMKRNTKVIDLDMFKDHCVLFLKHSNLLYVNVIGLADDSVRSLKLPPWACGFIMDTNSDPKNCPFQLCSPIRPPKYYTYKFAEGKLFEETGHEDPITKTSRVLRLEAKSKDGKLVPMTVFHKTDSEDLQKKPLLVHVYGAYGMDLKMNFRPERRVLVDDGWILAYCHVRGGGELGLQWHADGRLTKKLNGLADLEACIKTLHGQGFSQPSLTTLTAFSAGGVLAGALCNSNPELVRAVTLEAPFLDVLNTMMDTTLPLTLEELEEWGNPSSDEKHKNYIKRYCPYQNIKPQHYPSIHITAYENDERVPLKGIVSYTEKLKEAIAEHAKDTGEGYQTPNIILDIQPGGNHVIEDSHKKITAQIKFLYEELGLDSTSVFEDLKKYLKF
GSTO1 counter: GSTO1 inhibition, counter-screen for RBBP9 inhibitors | actives 1.1% (n = 300,000) | recombinant GSTO1, activity-based probe fluorescence polarization | P78417 | inhibition, % at 5.96 µM | AID 1974;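 active = inhibition above the campaign mean inhibition plus 3 SD, cut at about 35% in these data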;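 also: 0% = GSTO1-1 with DMSO and 100% = wells lacking GSTO1-1 enzyme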
pPAFAH inh: pPAFAH (human) enzyme inhibition; actives 1.5% (n = 330,000); AID 463082; recombinant pPAFAH, FP-rhodamine probe fluorescence polarization; inhibition, % at 3.39 µM;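 active = inhibition above the mean inhibition across the screen plus 3 SD, cut at about 25% in these data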;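 also: inhibitors block binding of the rhodamine activity-based probe so polarization drops; 0% = enzyme with DMSO and 100% = wells lacking pPAFAH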
* hit, by the source's call; nt = no result given.

SMILES | LYPLA2 inh | PAFAH1B3 FP inh | PAD4 inh | LYPLA1 counter | PAFAH2 inh | PAFAH1B2 inh | PREPL inh | GSTO1 counter | pPAFAH inh
Cc1noc(C)c1CSc1nnc(-c2c[nH]c3ccccc23)n1-c1ccc(Cl)cc1 | 0 | 2 | 2 | -2 | -2 | -3 | 9 | 1 | 7
O=C(NCC(=O)N1CCN(Cc2ccccc2)CC1)c1ccc(Br)cc1 | 3 | 12 | 0 | 3 | 2 | 0 | 11 | 0 | 3
O=C1[C@@H]2Cc3c([nH]c4ccccc34)CN2C(=O)CN1CCCCCO | 30* | 3 | 3 | -1 | 2 | -1 | 28 | -6 | -2
C/C(=N\NC(=O)c1ccc(COc2ccccc2)cc1)c1ccncc1 | 11 | 13 | 1 | -2 | -4 | 0 | -6 | -5 | 5
COc1ccc(NC(=O)CC(CC(=O)O)c2cc(OC)c(OC)c(OC)c2)cc1 (configuration not stated) | 2 | 7 | 2 | 0 | 4 | 1 | 17 | 7 | 4
Cc1cccc(NC(=S)N=Nc2c(O)[nH]c3ccccc23)c1 | -10 | 12 | -3 | -6 | 7 | -4 | 29 | -26 | 12
CCc1nn(CCCC(=O)NCc2ccc(C)cc2)c(=O)c2cc3occc3n12 | 4 | 4 | 2 | 6 | -1 | 5 | -14 | -5 | 5
CSc1ncccc1C(=O)NC1CCCc2c1cnn2-c1ccc(C)c(C)c1 (configuration not stated) | 3 | -2 | 0 | 1 | 0 | -1 | 5 | 5 | 7
COCCCn1cc(C(=O)c2cc(OC)ccc2OCC(=O)N2CCCCC2C)cc(C#N)c1=O (configuration not stated) | 2 | -3 | -2 | -1 | 1 | 6 | 17 | 4 | 1
O=C(NCC(=O)N1CCCC1)c1cccs1 | -4 | 3 | -1 | 0 | 7 | 8 | 6 | 4 | 3
COc1ccc2nc(NC(=O)c3c(C)noc3C)sc2c1 | 0 | 10 | -1 | 3 | -4 | 0 | 10 | nt | 4
Cc1ccc(N2CCN(C(=O)c3ccccc3F)CC2)c(C)c1 | 3 | -3 | -1 | 4 | -5 | 5 | 3 | 2 | 13
S=C(NCC(c1ccco1)N1CCCC1)Nc1ccccc1 (configuration not stated) | -1 | 4 | -3 | 1 | 4 | 4 | -6 | 0 | 5
Cc1ccccc1N(CC(=O)O)S(C)(=O)=O | -5 | 1 | -5 | 1 | 11 | -1 | 1 | 1 | 0
CC(=O)Nc1ccc(NC(=O)C(C)OC(=O)CCCOc2ccc(Cl)c(C)c2)cc1 (configuration not stated) | -2 | 11 | -2 | -2 | -6 | 3 | 25 | 2 | 7
CSc1nc(O)c(C(c2ccccc2)c2c(O)nc(SC)[nH]c2=O)c(=O)[nH]1 | 9 | 9 | -1 | 6 | 0 | 0 | 5 | 4 | -1
Cc1cc(C)nc(-n2nc(C)c3c(C(F)(F)F)cc(=O)[nH]c32)n1 | 3 | 0 | -1 | 3 | 0 | -4 | 1 | -7 | 3
O=C(CCCCCBr)N1CCC(CC2CC(c3ccc(Cl)cc3)=NO2)(C(=O)NCC2CCCCC2)CC1 (configuration not stated) | -1 | 9 | 5 | 3 | 1 | 3 | 30 | 6 | 15
CCC(C)OC(=O)C1C(c2ccccc2)C(C(=O)O)C1c1ccccc1 (configuration not stated) | 5 | 12 | 8 | -2 | 10 | 1 | 18 | -7 | -6
COc1ccc(NC2=Nc3ccccc3N3C2=Nc2c(c(C)nn2-c2ccc(C)cc2)C3c2cccnc2)cc1 (configuration not stated) | 2 | 5 | -1 | -4 | 4 | -3 | 5 | 8 | 2

Shown field by field: part of the list above
SMILES: COc1ccc(NC2=Nc3ccccc3N3C2=Nc2c(c(C)nn2-c2ccc(C)cc2)C3c2cccnc2)cc1 (configuration not stated)
  LYPLA2 inh: 2	PAFAH1B3 FP inh: 5	PAD4 inh: -1	LYPLA1 counter: -4	PAFAH2 inh: 4	PAFAH1B2 inh: -3	PREPL inh: 5	GSTO1 counter: 8	pPAFAH inh: 2

SMILES: COc1ccc2nc(NC(=O)c3c(C)noc3C)sc2c1
  LYPLA2 inh: 0	PAFAH1B3 FP inh: 10	PAD4 inh: -1	LYPLA1 counter: 3	PAFAH2 inh: -4	PAFAH1B2 inh: 0	PREPL inh: 10	GSTO1 counter: nt	pPAFAH inh: 4

Next section:
SMILES | LYPLA2 inh | PAFAH1B3 FP inh | PAD4 inh | LYPLA1 counter | PAFAH2 inh | PAFAH1B2 inh | PREPL inh | GSTO1 counter | pPAFAH inh
CC(CCc1ccccc1)NC(=O)COC(=O)CC1CC2CCC1C2 (configuration not stated) | 7 | 5 | -3 | 5 | 30* | 15 | 4 | 25 | 19
CCOc1ccccc1N1CCN(C(=O)CCCc2nc3ccccc3s2)CC1 | 5 | 1 | 1 | 4 | 2 | 5 | 39 | 3 | 0
CCn1nc(C)c(CNCc2cn[nH]c2-c2cc3ccccc3o2)c1C | 8 | -1 | -3 | 3 | 0 | 3 | 23 | 2 | -1
C=CCn1c(O)c(N=Nc2ccccc2)c2ccccc21 | 8 | 8 | -2 | 1 | -3 | 3 | -1 | 5 | 2
O=S(=O)(c1cccc(S(=O)(=O)N2CCOCC2)c1)N1CCCCCC1 | 8 | 9 | -1 | 4 | 3 | 7 | -4 | 0 | 3
COc1ccc(C(=O)NCC(=O)N/N=C(\C)Cc2ccccc2)cc1 | 0 | 9 | -6 | -1 | 5 | 0 | -7 | 2 | 1
Cc1ccc2c(C(=O)N3CCN(c4ccccc4)CC3)cc(-c3cccnc3)nc2c1C | 3 | 5 | 4 | -2 | 11 | -2 | -58 | 6 | 5
NC(=O)c1ccc(NC(=O)CN2C(=O)NC3(CCCCCCC3)C2=O)cc1 | nt | 12 | -2 | nt | 8 | 3 | 10 | nt | 26*
CNCCC=C1c2ccccc2CCc2ccccc21 | 5 | 3 | -3 | -2 | 1 | 3 | -21 | 3 | -3
COc1ccccc1NC(=O)c1c(C)nn(-c2ccccc2)c1Cl | 0 | 5 | -2 | 2 | 5 | 1 | -6 | 1 | 6
O=C(NCC1CCCO1)c1cc(C(=O)C2CCCCC2)c[nH]1 (configuration not stated) | 0 | -2 | 1 | -2 | 2 | -1 | 10 | 8 | 7
O=C(NNC(=O)c1ccccc1-n1cccc1)c1ccccc1 | 7 | 10 | -3 | 0 | 0 | 1 | 5 | 2 | 7
CC1CCN(c2ccc3c(c2)S(=O)(=O)c2cccc(C(=O)NCc4ccc(F)cc4)c2C3=O)CC1 | -23 | -104 | 4 | -19 | -54 | -1 | 3 | nt | 1
O=C(CSc1nc2ncccc2[nH]1)Nc1ccc2c(c1)OCCO2 | 3 | 2 | -5 | 3 | 8 | 4 | 2 | 0 | 1
Cc1csc(NC(=O)CCc2c(C)nc3cc(-c4ccc(Cl)cc4)nn3c2C)n1 | -6 | 5 | 2 | -8 | -2 | -1 | -47 | 4 | -3
COc1cc(OC)cc(C(=O)N(Cc2cc3cc(C)ccc3[nH]c2=O)C(C)C)c1 | 7 | 5 | 0 | -1 | -4 | 1 | -5 | 5 | 1
CSc1ccc(NC(=O)c2cccnc2)cc1C#N | -6 | 7 | -5 | -6 | -6 | 5 | 20 | 11 | -1
CC(=O)c1c[nH]c(C(=O)NCC2CCCO2)c1 (configuration not stated) | -4 | 9 | 4 | -1 | 1 | 8 | -5 | 8 | 0
CC(C)NC(=O)c1cc2c(s1)CCCC2 | -5 | 9 | -6 | -7 | -6 | 1 | -9 | -6 | -3
Cc1csc(NC(=O)CSc2nnc(-c3cc(C)on3)o2)n1 | 6 | 18 | 1 | -1 | 10 | -2 | 9 | 12 | 3
CC(=O)N1CCC(=O)N(C(C)C)c2ccccc21 | 0 | -1 | -1 | -10 | -2 | 2 | 3 | 7 | -3
Nc1nonc1-n1nnc(C(=O)N/N=C/c2cccc(Cl)c2Cl)c1CN1CCCC1 | -1 | -8 | 5 | 1 | -14 | -2 | 11 | 5 | 0
O=C(COC(=O)c1ccc([N+](=O)[O-])o1)c1ccccc1 | 6 | 7 | -5 | 1 | 4 | 4 | 9 | 7 | 6
Cc1ccc(S(=O)(=O)NCCSc2ncccn2)cc1 | 4 | 3 | -4 | 0 | 10 | 7 | -5 | 3 | 1
COc1ccc(OC)c2c1CC(C)(C)NC2=O | -4 | 9 | 1 | 3 | -4 | 2 | -1 | -2 | -1
Fc1ccc(CSc2ccc3nnc(-c4cccnc4)n3n2)cc1 | 1 | 6 | 5 | -2 | 1 | 2 | 28 | 9 | 1
OCCCN1c2ccccc2Nc2nnc(-c3ccccc3)cc21 | 6 | 6 | 3 | -1 | 3 | 2 | 9 | -8 | -7
COCCn1nnnc1C(c1ccc(OC)cc1OC)N1CCN(c2ccccc2)CC1 (configuration not stated) | 3 | 7 | -6 | 0 | 5 | 4 | 1 | -3 | 4
CN(C(=O)C12CC3CC(CC(C3)C1)C2)C1(C)CCS(=O)(=O)C1 (configuration not stated) | 4 | 8 | 4 | 4 | 4 | 23 | 9 | 8 | 7
O=C(COc1ccc(Cl)cc1)NN=C1CCCCCCC1 | 4 | 11 | 1 | 1 | 5 | 12 | -1 | 9 | 1
OCCCNCc1ccc(-c2ccccc2)cc1 | -4 | -6 | -3 | 1 | 5 | 3 | 1 | 2 | 3
CC1(C)CC(=O)C=C(NCCc2ccc(S(N)(=O)=O)cc2)C1 | 9 | 3 | 0 | 3 | 3 | 3 | -16 | 1 | 1
O=C(Cn1c(=O)n(-c2ccc(F)cc2)c(=O)c2sccc21)N1CCCC1 | -1 | 3 | 0 | 0 | -3 | 3 | 2 | 0 | -6
Cc1ccc(NC(=O)CCS(=O)(=O)c2cccc3nonc23)c(Br)c1 | -2 | 6 | 3 | -6 | -4 | 0 | 1 | 6 | 5
CCN(c1cccc(C)c1)S(=O)(=O)c1ccc2c(c1)NC(=O)CS2 | 1 | 4 | 1 | -2 | 20 | 8 | -5 | 2 | 10
CCCN(CC(=O)Nc1ccccc1C)C(=O)c1ccc(N2CCCC2=O)cc1 | -1 | 7 | -1 | -7 | -1 | 3 | 2 | nt | 2
O=C(Nc1ccccc1N1CCN(C(=O)c2ccc(Cl)cc2)CC1)c1cccc([N+](=O)[O-])c1 | -6 | -3 | -11 | -6 | -5 | -1 | 18 | 2 | 0
CC1CCCCC12NC(=O)N(CC(=O)N1CCN(c3ccccc3)CC1)C2=O (configuration not stated) | nt | 6 | 2 | nt | 6 | 0 | 17 | nt | 3
O=C(NCC1CCCO1)c1cncc(Br)c1 (configuration not stated) | -1 | 9 | 0 | 0 | -8 | 6 | 22 | 11 | 5
CN(C)C(=O)N1CCN(C(=O)N(C)C)CC1 | 4 | 2 | -1 | -1 | 2 | -1 | 3 | 6 | 6
CC(C)CNC(=O)C1CCN(Cc2ccc(OCc3ccccc3)cc2)CC1 | 6 | 3 | -2 | 3 | -5 | -1 | 10 | -6 | 4
C=CCN1C(=O)C(Cc2cccc(Cl)c2)S/C1=N/N=C/c1ccco1 (configuration not stated) | -3 | 5 | -1 | -3 | 2 | 5 | -7 | 9 | 2
O=C(NC1CCCCC1)c1ccccc1NC(=O)C1CC(=O)N(c2ccccc2)C1 (configuration not stated) | -9 | -1 | 1 | 2 | 5 | 7 | -7 | -13 | 0
O=C(CSc1ccc(-c2ccccc2)nn1)NCC1CCCO1 (configuration not stated) | -3 | 3 | -2 | 2 | -6 | -6 | 10 | 1 | 12

These rows are one share of the data; count on the stated rates, not on these rows.
